bovine MsrA act – activates bovine MsrA enzyme | 360,000 compounds, 0.3% hits | activation, % at 10.6 µM | purified bovine MsrA, absorbance read-out; in the data active means activation above about 7.5%;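 further: 0% = vehicle and 100% = reference activator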
MLLE-PAM2 inh – inhibitors of microRNA-mediated deadenylation, human PABP1 MLLE binding; GST-MLLE / FITC-PAM2 fluorescence polarization; inhibition, % at 20 µM; 360,000 compounds, 0.36% hits; in the data active means inhibition above about 35%, passing the limit was not always enough;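 further: plate controls were DMSO wells with GST-MLLE for no effect and wells lacking GST-MLLE protein for full effect; some results filed as inactive read as strong as hits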
E coli Lon inh – inhibitors of E. coli Lon protease; purified E. coli Lon protease, fluorescence polarization; inhibition, % at 7.94 µM; P0A9M0; 360,000 compounds, 0.42% hits; in the data active means inhibition above about 13%, passing the limit was not always enough;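 further: 0% = enzyme with probe and DMSO and 100% = no enzyme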
Rin1-Abl PPI inh – inhibitors of human Rin1-Abl protein interaction; inhibition, % at 7.35 µM; P00519+Q13671; 360,000 compounds, 0.4% hits; TR-FRET Rin1/Abl binding, biochemical; in the data active means inhibition above about 5%, passing the limit was not always enough
Rpn11 block – inhibitors of human proteasome Rpn11; O00487; human 26S proteasome, Ub4-pepOG fluorescence polarization; 20S core pre-blocked with epoxomicin; calls only at 20 µM; 360,000 compounds, 0.59% hits;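 active means inhibition at 20 µM, scaled to each plate's controls, above about 33%, limit read from the data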
CSN inh – blocks human CSN-mediated cullin deneddylation; inhibition, % at 12.5 µM; Purified CSN, SCF-Nedd8-OG deneddylation, fluorescence polarization; Q92905; 360,000 compounds, 0.38% hits;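 active means pattern-corrected inhibition above about 35%, with an unprinted fluorescence ratio check between 0.5 and 1.5, limit read from the data, passing the limit was not always enough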;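 further: 0% = enzyme with substrate and 100% = substrate without enzyme; some results filed as inactive read as strong as hits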
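Schedule: reaction 90 min, room temperature / Assay system: HEK293T-derived human Csn5 enzyme / Input: Csn5 at 0.24 nM final / Measure: inhibition of Csn5 cleavage, % / Control set: substrate-only high control, full reaction low control / Technique: fluorescence polarization of the substrate / Buffer or medium: Tris/NaCl/DTT buffer, pH 7.5 / Reagent: SCFSkp2-Nedd8OG substrate at 10 nM final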
MsrA inhibitor – bovine MsrA inhibition; purified bovine MsrA, absorbance read-out; inhibition, % at 15.5 µM; 360,000 compounds, 0.75% hits; in the data active means inhibition above about 4.5%;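 further: 0% = vehicle wells with enzyme and 100% = reference inhibitor wells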
MT1-MMP act inh – inhibitors of human MT1-MMP activation; P50281; HT1080 RFP-PRO-GFP cells, GFP/RFP ratio fluorescence, overnight; percent of plate control window, DMSO zero; GFP/RFP ratio change, % at 20 µM; 360,000 compounds, 0.061% hits; AID 651647;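 active means GFP/RFP ratio change of at least 30% with cell ATP level not reduced by more than half and red fluorescence within 50% of control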; further: strong numbers were not always called active
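Compound: 20 µM single dose, 1% DMSO / System: HT1080 RFP-PRO-GFP cells / Controls: DMSO and RFP-L50D-GFP cell wells / Read-out basis: GFP/RFP fluorescence ratio / Schedule: overnight compound exposure at 37 °C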
FAS-TE inh – inhibitors of human fatty acid synthase thioesterase domain; P49327; recombinant FAS-TE, OMFH fluorogenic substrate, fluorescence endpoint; inhibition, % at 15 µM; 360,000 compounds, 0.67% hits; AID 602261;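 active means compounds whose normalised, plate-corrected inhibition of enzyme fluorescence in the single-dose primary screen is 50% or more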;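 further: 0% = DMSO with enzyme and 100% = substrate without enzyme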
Target sequence (P49327 whole entry, looked up, the tested form may be a part): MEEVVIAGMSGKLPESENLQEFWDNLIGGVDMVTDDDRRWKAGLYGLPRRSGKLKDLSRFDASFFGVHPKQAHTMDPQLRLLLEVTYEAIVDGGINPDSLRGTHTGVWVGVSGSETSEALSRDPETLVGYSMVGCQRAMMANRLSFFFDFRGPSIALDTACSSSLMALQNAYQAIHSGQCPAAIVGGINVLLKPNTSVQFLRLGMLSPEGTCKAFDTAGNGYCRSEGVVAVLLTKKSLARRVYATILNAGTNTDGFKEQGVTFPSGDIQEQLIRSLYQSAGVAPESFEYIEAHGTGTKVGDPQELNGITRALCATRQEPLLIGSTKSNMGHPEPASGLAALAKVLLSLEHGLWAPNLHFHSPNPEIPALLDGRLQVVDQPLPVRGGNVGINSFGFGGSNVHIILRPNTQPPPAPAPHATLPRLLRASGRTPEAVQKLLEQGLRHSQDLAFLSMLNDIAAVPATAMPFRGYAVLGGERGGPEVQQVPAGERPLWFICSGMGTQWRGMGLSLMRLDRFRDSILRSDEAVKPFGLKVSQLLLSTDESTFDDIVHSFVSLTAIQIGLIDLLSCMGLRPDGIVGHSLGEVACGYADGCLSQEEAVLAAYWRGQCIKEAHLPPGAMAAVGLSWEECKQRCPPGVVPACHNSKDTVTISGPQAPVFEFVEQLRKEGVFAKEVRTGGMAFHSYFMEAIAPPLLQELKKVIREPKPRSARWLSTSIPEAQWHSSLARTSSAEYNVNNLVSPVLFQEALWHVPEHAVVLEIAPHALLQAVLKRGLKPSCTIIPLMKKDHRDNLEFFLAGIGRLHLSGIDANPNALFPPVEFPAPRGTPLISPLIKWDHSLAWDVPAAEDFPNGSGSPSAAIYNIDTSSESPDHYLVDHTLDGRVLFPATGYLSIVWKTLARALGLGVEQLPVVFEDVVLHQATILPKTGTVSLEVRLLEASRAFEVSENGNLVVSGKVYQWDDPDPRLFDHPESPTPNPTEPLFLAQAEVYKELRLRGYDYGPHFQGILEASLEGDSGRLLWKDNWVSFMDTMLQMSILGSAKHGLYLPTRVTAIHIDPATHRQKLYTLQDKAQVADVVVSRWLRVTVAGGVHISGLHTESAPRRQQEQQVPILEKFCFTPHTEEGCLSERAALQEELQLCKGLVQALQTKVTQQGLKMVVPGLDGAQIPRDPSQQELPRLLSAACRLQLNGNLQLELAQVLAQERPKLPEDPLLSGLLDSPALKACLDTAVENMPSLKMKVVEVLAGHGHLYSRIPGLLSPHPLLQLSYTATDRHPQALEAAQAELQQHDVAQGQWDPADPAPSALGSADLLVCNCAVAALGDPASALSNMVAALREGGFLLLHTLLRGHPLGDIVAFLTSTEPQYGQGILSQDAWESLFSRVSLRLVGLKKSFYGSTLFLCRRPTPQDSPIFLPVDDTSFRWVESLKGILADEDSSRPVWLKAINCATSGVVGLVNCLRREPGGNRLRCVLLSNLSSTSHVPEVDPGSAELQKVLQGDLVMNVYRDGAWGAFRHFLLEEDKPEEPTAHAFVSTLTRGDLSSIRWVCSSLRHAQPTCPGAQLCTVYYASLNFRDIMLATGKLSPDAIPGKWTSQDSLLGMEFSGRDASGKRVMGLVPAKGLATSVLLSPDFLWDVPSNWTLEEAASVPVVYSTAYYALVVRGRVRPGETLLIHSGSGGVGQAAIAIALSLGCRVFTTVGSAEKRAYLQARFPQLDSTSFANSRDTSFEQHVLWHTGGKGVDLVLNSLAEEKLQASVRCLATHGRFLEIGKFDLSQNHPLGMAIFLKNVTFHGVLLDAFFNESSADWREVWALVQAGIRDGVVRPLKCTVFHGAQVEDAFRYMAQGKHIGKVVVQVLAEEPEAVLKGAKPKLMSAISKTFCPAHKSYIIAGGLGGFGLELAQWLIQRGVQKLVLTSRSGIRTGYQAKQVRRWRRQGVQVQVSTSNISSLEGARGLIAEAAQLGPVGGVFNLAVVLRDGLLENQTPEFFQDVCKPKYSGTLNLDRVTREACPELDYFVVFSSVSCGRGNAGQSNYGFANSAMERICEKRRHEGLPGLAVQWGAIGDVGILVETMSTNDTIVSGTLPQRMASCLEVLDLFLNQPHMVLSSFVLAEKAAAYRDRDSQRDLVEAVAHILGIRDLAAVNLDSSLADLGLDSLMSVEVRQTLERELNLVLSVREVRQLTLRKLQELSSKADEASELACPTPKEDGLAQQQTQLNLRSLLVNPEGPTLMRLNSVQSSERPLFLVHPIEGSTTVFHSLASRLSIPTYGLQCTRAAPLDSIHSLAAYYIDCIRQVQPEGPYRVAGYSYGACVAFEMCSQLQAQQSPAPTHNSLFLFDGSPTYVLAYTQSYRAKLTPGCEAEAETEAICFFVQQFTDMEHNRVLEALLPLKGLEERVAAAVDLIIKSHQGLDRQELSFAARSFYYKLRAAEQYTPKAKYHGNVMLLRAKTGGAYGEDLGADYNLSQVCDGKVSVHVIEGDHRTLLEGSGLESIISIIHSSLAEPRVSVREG
The depositor's hits bear a star; i = inactive; x = not tested or not shown.

SMILES	bovine MsrA act	MLLE-PAM2 inh	E coli Lon inh	Rin1-Abl PPI inh	Rpn11 block	CSN inh	MsrA inhibitor	MT1-MMP act inh	FAS-TE inh
CC(=O)NC(c1cccc(F)c1)c1nc(-c2ccc(N(C)C)cc2)cs1 (configuration not stated)	-6	5	-2	-2	i	4	-1.0	1	2
CCN(C(=O)c1cc2c(=O)[nH]c3ccc(C)cc3c2s1)c1ccc(OC)cc1	-1	-11	5	-1	i	1	-0.1	6	-10
CC(=O)Nc1ccc(C#Cc2ccc(NC(C)=O)cc2)cc1	1	4	-3	0	i	5	0.5	7	-8
Cc1ccc(NC(=O)Cn2c(=O)c3cccn3c3ccccc32)c(C)c1	-3	-5	-7	-1	i	6	0.4	1	-10
Cc1cc(C(=O)NC2Cc3ccccc3C2)c(C)o1	-4	2	-2	0	i	2	-0.5	4	-4
COc1cccc(C(=O)NCc2ccc3c(c2)OCO3)c1OC	-7	3	-2	0	i	-1	0.2	2	-1
Cc1ccc(C)c2sc(NC(=O)c3ccc(N4C(=O)CCC4=O)cc3)nc12	-7	-5	-5	1	i	0	0.4	3	1
COc1cccc(N(CC(=O)N2CCN(C)CC2)S(=O)(=O)c2ccc(C)cc2)c1	-3	3	-7	-3	i	3	-0.5	-5	-6
COCc1cc(=O)[nH]c(/N=C(\N)Nc2ccc(C)cc2C)n1	-10	4	-4	3	i	0	-0.6	3	-10
O=C(Nc1nccs1)c1cc(Cl)ccc1[N+](=O)[O-]	-5	20	-10	1	i	-14	-0.2	-4	-9
CC(Cn1cncn1)NC(=O)c1cc(COc2cccc(C(F)(F)F)c2)on1 (configuration not stated)	-1	5	-12	-2	i	3	-1.1	1	-2
c1ccc(NC(=NCc2ccco2)c2ccccc2)cc1	-3	-1	-7	3	i	-4	-0.6	3	-4
O=C(Nc1ccc(Cl)c(Cl)c1)N1CCCCCC1	-2	1	-4	-1	i	-2	0.1	0	3
CN1/C(=C/C(=O)C2CCC2)Sc2ccccc21	-4	34	-6	0	i	6	8.3*	11	-2
COc1cc(Br)cc(-c2nc3c(c(=O)[nH]c(=O)n3Cc3ccccc3)n2C)c1O	0	4	4	3	i	2	0.8	7	5
Cc1ccc(CCNS(=O)(=O)c2cc3c(cc2C)n(C)c(=O)c(=O)n3C)cc1	-6	-9	-2	-3	i	1	2.4	0	5
CCOc1cc(C2C(C(=O)c3ccco3)=C(O)C(=O)N2CC2CCCO2)ccc1O (configuration not stated)	-3	7	-1	0	i	-3	1.1	-3	-2
Cc1noc(C(=O)NC2CCCCC2)c1Cl	-3	12	-6	2	i	-2	0.1	6	-1
Cc1ccc(CN(Cc2cccnc2)C(=O)CN2C(=O)COc3ccccc32)o1	-8	8	1	0	i	-2	x	-1	-2
COc1ccc(C(=O)NC(=S)Nc2ccc(N3CCCC3)cc2)cc1OC	-5	31	-9	-5	i	-1	-0.1	-2	-9

Record cards, from the list above:
Cc1noc(C(=O)NC2CCCCC2)c1Cl is entered as bovine MsrA act = -3; MLLE-PAM2 inh = 12; E coli Lon inh = -6; Rin1-Abl PPI inh = 2; Rpn11 block = i; CSN inh = -2; MsrA inhibitor = 0.1; MT1-MMP act inh = 6; FAS-TE inh = -1
COc1ccc(C(=O)NC(=S)Nc2ccc(N3CCCC3)cc2)cc1OC is entered as bovine MsrA act = -5; MLLE-PAM2 inh = 31; E coli Lon inh = -9; Rin1-Abl PPI inh = -5; Rpn11 block = i; CSN inh = -1; MsrA inhibitor = -0.1; MT1-MMP act inh = -2; FAS-TE inh = -9
CCOc1cc(C2C(C(=O)c3ccco3)=C(O)C(=O)N2CC2CCCO2)ccc1O (configuration not stated) is entered as bovine MsrA act = -3; MLLE-PAM2 inh = 7; E coli Lon inh = -1; Rin1-Abl PPI inh = 0; Rpn11 block = i; CSN inh = -3; MsrA inhibitor = 1.1; MT1-MMP act inh = -3; FAS-TE inh = -2

New compounds follow:
SMILES	bovine MsrA act	MLLE-PAM2 inh	E coli Lon inh	Rin1-Abl PPI inh	Rpn11 block	CSN inh	MsrA inhibitor	MT1-MMP act inh	FAS-TE inh
Cc1ccc(NC(=S)N(CCCN2CCN(C)CC2)Cc2cccs2)cc1	-5	-44	-7	3	i	-2	-0.4	-4	-5
COc1ccc(/C=C2\SC(=S)N(CCC(=O)Nc3ccc(C(=O)O)cc3)C2=O)cc1	-5	18	-6	0	i	6	0.6	-3	-1
O=C(NCC(c1cccs1)N1CCOCC1)c1cccnc1 (configuration not stated)	-1	5	-5	0	i	-2	x	-2	-2
C/C(CC(=O)Nc1ccc2c(c1)OCO2)=N\NC(=O)C(c1ccccc1)c1ccccc1	-4	-5	10	0	i	-3	1.9	-3	4
O=C(CCc1c[nH]c2ccccc12)OCC(=O)c1ccccc1	-5	-38	0	-3	i	-4	-1.1	1	10
CS(=O)(=O)NCc1ccc(C(=O)NCc2ccccc2)cc1	-1	-2	-12	4	i	1	0.9	3	-6
C[C@@H]1CN(C(=O)c2nc3ccc(Cl)cn3c2CN(C)CCc2cnn(C)c2)C[C@H](C)O1	-1	9	8	2	i	-3	-0.4	-3	-4
CN(C)c1ccc(C(=S)N2CCNCC2)cc1	-6	6	1	-1	i	-3	0.3	-8	-8
CCOC(=O)CC/C(C)=N\N=C1\SC(CC(=O)O)C(=O)N1c1ccccc1 (configuration not stated)	-2	-1	-6	-1	i	2	-0.1	-1	-6
CC(C)C(=O)Nc1ccccc1C(=O)N/N=C/c1ccc([N+](=O)[O-])cc1	-7	2	7	-1	i	4	2.2	0	7
Cc1ccc(C(=O)CCS(=O)(=O)c2ccc(Cl)cc2)cc1	-2	29	-8	0	i	1	1.4	1	-1
Cn1nnc(NC(=S)NC(=O)c2cc3ccccc3o2)n1	-2	30	4	-4	i	-4	1.2	2	-4
COc1ccccc1N1CCN(Cc2nc(N)nc(Nc3ccc(C)c(Cl)c3)n2)CC1	-2	4	-10	3	i	0	-0.2	4	4
Cc1ccccc1NC(=O)CCC(=O)N/N=C/c1ccncc1	-2	1	3	-2	i	2	-0.4	3	-9
Cc1ccc(/C([O-])=C(/C(=S)NCc2ccc3c(c2)OCO3)[n+]2ccc(N(C)C)cc2)c(C)c1	-11	-15	1	-1	i	0	0.5	-1	0
O=C(CSc1nc2ccccc2o1)Nc1ccccc1N1CCOCC1	-4	-32	-4	-2	i	5	-0.9	1	1
COc1ccc(C(C(=O)NCCC(C)C)N(CCN2CCOCC2)C(=O)Cn2nnc3ccccc32)c(OC)c1 (configuration not stated)	-4	-4	1	7	i	-13	-0.1	-1	8
COc1ccc(NS(=O)(=O)c2cccc(C(=O)N/N=C/c3ccc(O)cc3)c2)cc1	-2	-10	-5	0	i	-1	2.4	-1	1
CCOC(=O)c1cnc2ccccc2c1NCCc1ccc(OC)c(OC)c1	-2	-2	2	3	i	4	2.3	-6	2
CCOC(=O)N1CCN(c2ccc(C(=O)CC)cc2F)CC1	0	-4	-1	-1	i	-3	1.0	10	-5
COc1ccccc1Nc1nnc(SCC2CCCCO2)s1 (configuration not stated)	-3	7	0	-2	i	3	1.4	-5	-4
CC(C)(CNc1ccc([N+](=O)[O-])cc1C#N)N1CCOCC1	-6	-3	-10	-3	i	3	0.3	3	1
Cn1c(N)c(C(=O)COC(=O)Cc2ccc(Cl)c(Cl)c2)c(=O)n(C)c1=O	-4	-4	5	4	i	4	-1.1	-2	4
O=c1[nH]c2ccccc2cc1CN(Cc1cccnc1)S(=O)(=O)c1ccc([N+](=O)[O-])cc1	-3	7	-9	1	i	0	1.9	-2	6
CS(=O)(=O)N1CCC(Oc2ccccc2C(=O)NCCCc2cccnc2)CC1	-3	4	-7	2	i	7	1.3	-4	-7
COc1ccc(C(C)=O)cc1COc1ncnc2ccccc12	-4	11	-2	2	i	-1	-1.6	2	-4
CCOc1ccc(N(CC(=O)Nc2cccnc2)S(C)(=O)=O)cc1	-7	13	-2	1	i	2	0.7	4	-10
COc1ccc(CCC(=O)N2c3ccccc3CC2C)cc1 (configuration not stated)	-3	-3	8	-1	i	3	-1.0	-1	10
Cc1cc(C)c2nc(NNC(=O)c3ccc(S(=O)(=O)N4CCc5ccccc5C4)cc3)sc2c1	-1	-109	-6	-2	i	6	1.4	8	21
CC(C)(C)OC(=O)N1CCC(NC(=O)c2[nH]c(C(F)(F)F)nc2-c2ccccc2)CC1	-2	-9	7	2	i	-2	-0.2	3	-7
O=C(NCCCn1ccnc1)c1cccc(Cl)c1	-2	8	3	1	i	-4	0.3	-2	-8
O=S(=O)(c1ccc2ccccc2c1)N1CCN(S(=O)(=O)c2c(F)cccc2F)CC1	-2	0	-1	-4	i	-1	0.2	-2	40
O=C1C=C(NNC(=O)c2ccncc2)CC(c2ccccc2)C1 (configuration not stated)	-4	-45	68*	3	i	1	1.7	-4	-7
CCOCCCNC(=O)c1ccc2c(c1)N(CC)C(=O)c1ccccc1S2=O (configuration not stated)	0	-5	-2	0	i	-1	-0.7	1	-6
Cc1ccc2[nH]c(C(=O)N/N=C/c3ccc([N+](=O)[O-])cc3)c(C)c2c1	-3	-5	2	1	i	1	-0.5	0	1
CCN(C(=O)COC(=O)/C=C/c1ccccc1[N+](=O)[O-])C1CCS(=O)(=O)C1 (configuration not stated)	0	-16	-3	-4	i	4	-0.7	0	0
CCc1c(C)nc(SCC(=O)Nc2nc(-c3ccc(OC)cc3)cs2)[nH]c1=O	0	3	2	1	i	2	-0.2	1	4
Cc1nc2c(ccc3nc(NC(=O)C4CC4)sc32)s1	-4	7	3	2	i	-4	0.4	-7	6
COCCN1CCN(C(=O)c2ccc3oc(CCc4ccccc4)nc3c2)CC1	-2	-11	3	-2	i	4	0.7	4	-2
O=C(O)c1ccc(COc2ccc([N+](=O)[O-])cc2)o1	-7	7	4	3	i	5	2.6	1	0
CC1(C)CN(C2CCCCC2)C(=O)[C@H]1CC(=O)Nc1ccc(Br)cc1	-3	8	-5	-2	i	2	0.8	-3	17
CC(C)C(C(=O)NC1CCCCC1)N(CC1CCCO1)C(=O)CNS(=O)(=O)c1ccc(F)cc1 (configuration not stated)	-2	-1	8	-2	i	3	-0.9	-4	1
O=C(O)CC(c1cccc([N+](=O)[O-])c1)N1Cc2ccccc2C1=O (configuration not stated)	-2	0	0	1	i	1	1.1	-3	-2
CC(=O)Nc1ccc(S(=O)(=O)N2CCN(c3cc(C(F)(F)F)ccn3)CC2)cc1	-4	-13	6	-2	i	5	0.2	7	7
C=CCn1c(C)c(/C=C/c2cc[n+](C)cc2)c2ccccc21	0	-25	i	-83	x	140	0.8	-250	-49
Cc1ccc(NC(=O)c2cccnc2C(=O)Nc2ccc(C)cc2)cc1	-12	-7	3	1	i	-3	1.8	-6	-7
CC(=O)OCC(=O)Nc1c(C)cccc1C	-10	0	-3	2	i	-7	1.9	1	-7
COc1ccc(S(=O)(=O)N2CCOCC2)cc1NC(=O)CSc1nnc2n1CCCCC2	-1	-5	-4	4	i	2	0.4	1	-6
CCc1ccc(NC(=O)CSc2nnc(CC)c(CC)n2)cc1	-2	3	4	-4	i	3	-0.3	3	6
O=C(CN1C(=O)COc2ccc(Cl)cc21)Nc1nccs1	-2	-5	-3	-2	i	2	-0.4	4	-3
O=C(CSc1nnc(C2CC2)n1-c1ccccc1)N1CCNC1=O	-3	16	11	2	i	-1	-1.1	-2	-4

E coli Lon inh: what is marked active above
SMILES | bovine MsrA act | MLLE-PAM2 inh | E coli Lon inh | Rin1-Abl PPI inh | Rpn11 block | CSN inh | MsrA inhibitor | MT1-MMP act inh
O=C1C=C(NNC(=O)c2ccncc2)CC(c2ccccc2)C1 (configuration not stated) | -4 | -45 | 68* | 3 | i | 1 | 1.7 | -4
